Pf growth 48h – inhibits P. falciparum growth in the first generation, 48 h | Potency, µM (series often up to 28.7 µM), inactives show top-dose activity change, negative = inhibition, hits mostly inhibitors | P. falciparum luciferase growth in erythrocytes, 48 h | 5.9% of 310,000 active
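Growth was read as firefly luciferase luminescence after a 48 h, 37 C, 5% CO2 exposure of compounds to reporter-bearing P. falciparum cultures (0.1% parasitemia, 2% hematocrit final) in Albumax-supplemented RPMI 1640.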
LmPK inhibitor – LmPK (Leishmania mexicana) enzyme inhibition. purified LmPK, Kinase-Glo ATP luminescence, 1 h. Potency, µM (doses to about 57.5 µM), for inactives: at the highest dose activity change, negative = inhibition, actives largely listed as inhibitors. 0.37% of 290,000 active. AID 1721
Target sequence (Q27686 whole entry, looked up): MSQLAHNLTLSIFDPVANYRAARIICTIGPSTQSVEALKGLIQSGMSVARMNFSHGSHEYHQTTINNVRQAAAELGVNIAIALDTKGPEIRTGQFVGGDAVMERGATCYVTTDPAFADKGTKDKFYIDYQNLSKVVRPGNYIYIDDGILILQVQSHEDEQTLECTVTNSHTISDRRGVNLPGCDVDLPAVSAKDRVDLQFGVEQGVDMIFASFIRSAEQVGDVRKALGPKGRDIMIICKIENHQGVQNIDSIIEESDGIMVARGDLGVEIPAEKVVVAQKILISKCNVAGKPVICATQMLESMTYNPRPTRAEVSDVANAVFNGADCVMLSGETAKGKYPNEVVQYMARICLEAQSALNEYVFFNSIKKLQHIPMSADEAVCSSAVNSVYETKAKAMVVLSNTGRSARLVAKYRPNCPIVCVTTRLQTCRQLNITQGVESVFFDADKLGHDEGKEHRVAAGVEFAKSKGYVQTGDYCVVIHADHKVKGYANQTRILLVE
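0.1 nM LmPK, 0.5 mM PEP, 0.1 mM ADP; 50 mM imidazole pH 7.2, 7 mM MgCl2, 50 mM KCl; 1 h RT. Kinase-Glo luminescence readout, normalized to no-enzyme (full inhibition) and uninhibited wells.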
Tb PYK inh – T. brucei pyruvate kinase inhibition; Potency, µM (top dose mostly 76.8 µM), inactives show at the top dose activity, negative = inhibition, most hits filed as inhibitors; 0.12% of 410,000 active; Q57TT1; AID 624173; TbPYK enzyme, Kinase-Glo Plus ATP luminescence, 45 min; further: nearly all actives have a fitted effect of over 50% in size
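TbPYK + substrate in 50 mM TEA pH 7.2, 100 mM KCl, 10 mM MgCl2, 0.05% BSA, 0.01% Tween-20; cpd pinned; ADP 130 uM final; 45 min RT; Kinase-Glo Plus 10 min; luminescence endpoint.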
Sm TGR block – inhibitors of Schistosoma mansoni thioredoxin glutathione reductase; purified TGR, DTNB reduction, TNB absorbance 405 nm; Potency, µM (top dose mostly 114 µM), without a hit: top-dose activity change, negative = inhibition, most hits filed as inhibitors; 3% of 360,000 active; Q962Y6; further: nearly all actives have a fitted effect of over 60% in size
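First, TGR (20 nM dispensed) and NADPH were mixed with compound. Second, a 15 min room-temperature incubation followed. Third, further NADPH and then DTNB were added to start the reaction. Finally, TNB absorbance was monitored kinetically.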
Pf growth 96h – inhibits malaria parasite growth, 96 h; P. falciparum luciferase reporter growth, 96 h; Potency, µM (titrated, usually from 28.7 µM), for inactives: at the highest dose activity change, negative = inhibition, most hits filed as inhibitors; 6.9% of 320,000 active; AID 504834
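Luminescence readout: decreased luciferase signal marks inhibited growth of reporter-expressing P. falciparum in infected red cells (2% hematocrit, 0.05% parasitemia final), exposed to compound two generations (96 h, 37 C, 5% CO2).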
HCV inh – inhibitors of hepatitis C virus infection. Huh7.5.1 HCVcc-Cre infection, luciferase reporter, 44 h. 3.4% of 340,000 active. AID 651820. Potency, µM (titrated, usually from 41.8 µM), for inactives: at the highest dose activity change, negative = inhibition, hits mostly inhibitors
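After 44 h co-culture of compound, cells and HCVcc-Cre (~0.5 moi), substrate is added for 15 min at room temperature and luciferase measured over 15 sec. Cells were seeded at 1,000/well and pre-cultured 4 h.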
* hit, by the source's call; ? = inconclusive; . = no result given; & = joins results of further samples; [ ] = another dose, or the depositor's remark. The call rests on the fitted dose curve; in most records, active means well fitted curve in the direction sought with a large enough effect; inconclusive means small, poorly fitted or top-dose-only effect, or another doubt; inactive means no such curve, though single readings can be large; an effect the other way counts as inactive or inconclusive. On the % scale 0 is the no-effect control and ±100 the full control effect; potency means the concentration at half of the fitted maximal effect.

[1] O=C(CCCn1c(=S)[nH]c2cc3c(cc2c1=O)OCO3)NCc1ccccc1Cl
[2] CCOc1ccc(N=C(C)c2ccccc2O)cc1
[3] COc1ccccc1/C=C/C=N/N1CCN(Cc2cccc3ccccc23)CC1
[4] CCN(CC)S(=O)(=O)c1ccc2[nH]cc(C(=O)NC3CC3)c(=O)c2c1
[5] CSc1ccc(CCNS(=O)(=O)c2csc(C(N)=O)c2)cc1
[6] Clc1ccc(OCCn2ccnc2)c(Br)c1
[7] O=C(CN1CCCN(Cc2ccc(F)cc2)S1(=O)=O)NC1CCCC1
[8] NC(=O)CC[C@@H]1NC(=O)[C@@H]2CCCN2C(=O)c2cc([N+](=O)[O-])cc(I)c2NCCCC[C@@H](C(=O)NC(CC(=O)O)C(N)=O)NC1=O (stereo not given in full)

compound no.	1	2	3	4	5	6	7	8
Pf growth 48h	2%	8%	-10%	-7%	?	.	?	7%
LmPK inhibitor	-1%	-3%	1%	-2%	-9%	0%	7%	2%
Tb PYK inh	2%	-4%	-7%	-2%	2%	0%	-2%	3%
Sm TGR block	4%	1%	5%	-7%	0%	8%	-11%	-1%
Pf growth 96h	31%[activator]	1%	-16%	0.47µM*	8%	?	?	4%
HCV inh	?	21%	?	-11%	-23%	-22%	-5%	-7%[8.37 µM]

[9] COc1ccccc1OCCCn1c(=O)sc2ccccc21
[10] CC1=NN(c2nc3ccccc3[nH]2)C(=O)C1Cc1ccccc1 (stereo not given)
[11] O=C(Nn1c(Cc2ccccc2)nc2ccccc2c1=O)c1c(O)c2cccc3c2n(c1=O)CCC3
[12] Cc1cnc(NC(=O)CC(C)c2ccccc2)s1 (stereo not given)
[13] CCn1nc(NC(=O)C2CCCO2)c2cc3cccc(C)c3nc21 (stereo not given)
[14] COc1ccc(Cn2nnnc2C(c2cc3cc(C)ccc3[nH]c2=O)N2CCN(C)CC2)cc1 (stereo not given)
[15] CCOc1ccc(NC(=S)Nc2ccccc2C2(C)CC2)cc1
[16] CCOc1ccc(-n2c(SCC(=O)NCc3ccco3)nc3ccccc3c2=O)cc1

compound no.	9	10	11	12	13	14	15	16
Pf growth 48h	-2%	2.6µM*	27%	4%	-8%	?	?	?
LmPK inhibitor	3%	-1%	-1%	-7%	0%	7%	1%	1%
Tb PYK inh	-8%	-5%	-10%	4%	7%	7%	-4%	0%
Sm TGR block	8%	5%	0%	10%	1%	3%	-16%	-19%
Pf growth 96h	8%	4.1µM*	-4%	30%	-1%	364%[activator]	-23%	35%[activator]
HCV inh	?	3.5µM*	-10%	?	?	-6%	?	-8%

Results in HCV inh and Tb PYK inh, for three of the compounds above:
No. | Structure | HCV inh | Tb PYK inh
12 | Cc1cnc(NC(=O)CC(C)c2ccccc2)s1 (stereo not given) | ? | 4%
13 | CCn1nc(NC(=O)C2CCCO2)c2cc3cccc(C)c3nc21 (stereo not given) | ? | 7%
14 | COc1ccc(Cn2nnnc2C(c2cc3cc(C)ccc3[nH]c2=O)N2CCN(C)CC2)cc1 (stereo not given) | -6% | 7%

Continued:
[17] Cc1cc(C)c2oc(C(=O)NCCc3ccc(S(N)(=O)=O)cc3)cc(=O)c2c1
[18] O=S(=O)(Nc1cccc(-c2ccc(N3CCOCC3)nn2)c1)c1ccc(Cl)c(Cl)c1
[19] O=C(NCCOc1cccnc1)C1CCC(=O)N(Cc2ccccc2F)C1 (stereo not given)
[20] CC(C)(C)NC(=O)COC(=O)c1cc(Cl)ccc1[N+](=O)[O-]
[21] CCOc1ccc(NC(=O)N(Cc2ccc(C)cc2)Cc2ccccn2)cc1
[22] Cc1[nH]c2ccccc2c1C(=O)COC(=O)C1CCC1
[23] Nc1c(C(=O)C2CC2)sc2nc(-c3ccccc3)cc(C(F)(F)F)c12
[24] O=C(CO/N=C/c1ccccc1Cl)N1CCCc2ccccc21

compound no.	17	18	19	20	21	22	23	24
Pf growth 48h	6%	1%	12%	?	-22%	25%	-1%	-21%
LmPK inhibitor	6%	.	4%	7%	-2%	1%	1%	3%
Tb PYK inh	2%&-1%	-12%	0%	-8%	-2%	-2%	-4%	-14%
Sm TGR block	5%&4%	0%	?	-2%	22%	3%	2%	3%
Pf growth 96h	?	-2%	-9%	54%[activator]	-9%	-16%	?	?
HCV inh	-17%	-15%	6%	-7%	0%	20%	-26%	4%

[25] O=C(c1cccs1)c1cn(CC(=O)N2CCc3ccccc3C2)c2ccccc12
[26] COc1cccc(C(=O)COC(=O)CCC(=O)NC2CCCCC2)c1
[27] CCOC(=O)c1cc(-c2ccccc2)sc1NC(=O)CCN1C(=O)c2ccccc2C1=O
[28] Cc1cccc(C)c1NC(=O)CSc1ncnc2nc[nH]c12
[29] N=C1C(c2nc3ccccc3s2)=C(O)CN1C1CCC(O)CC1 (stereo not given)
[30] Cc1ccc(C)n1-c1ccc(C(=O)NN)s1
[31] COCCn1c(SC(C)C(=O)NCC2CCCO2)nc2sc3c(c2c1=O)CCC3 (stereo not given)
[32] COC(=O)CSc1nc(N2CCOCC2)c2c(c1C#N)CC(C)(C)OC2

compound no.	25	26	27	28	29	30	31	32
Pf growth 48h	?	9%	13%	7%	1%	?	?	26%
LmPK inhibitor	1%	-2%	-3%	2%	-1%	4%	.	-1%
Tb PYK inh	5%	8%	-4%	-2%	-4%	-1%	-2%	-3%
Sm TGR block	-15%	29%	-11%	15%	6%	-26%	-5%	23%
Pf growth 96h	-3%	14%	?	10%	0%	?	8.3µM*	32%[activator]
HCV inh	?	14%	-17%	10%	-5%	?	1%[8.37 µM]	-3%

[33] O=C(Nc1ccc(F)cc1F)c1csc(-c2ccncc2)n1
[34] CCCCN(c1ccccc1)S(=O)(=O)c1cccc(C(=O)O)c1
[35] CCCc1cc(=O)[nH]c(SCC(=O)Nc2sccc2C#N)n1
[36] COc1ccc(/C=N/NC(=O)c2cc[n+]([O-])cc2)cc1OC
[37] COc1ccc(N(C(=O)Cn2nnc(-c3ccc(F)cc3)n2)C(C)C(=O)NC2CCCC2)cc1 (stereo not given)
[38] Cc1ccc(-c2cc(C(F)F)nc(N3CCC(C)CC3)n2)cc1
[39] Cc1cccc(NC(=O)CCC(=O)Nc2nnc(C(F)(F)F)s2)c1
[40] Cc1ccc(N2C(=O)CC(=O)NC2=O)c(C)c1

compound no.	33	34	35	36	37	38	39	40
Pf growth 48h	-9%	?	13%	3%	?	?	4%	19%
LmPK inhibitor	-1%	4%	.	2%	5%	-5%	4%	3%
Tb PYK inh	-10%	4%	2%	3%	0%	-7%	9%	-1%
Sm TGR block	0%	6%	-14%	1%	3%	5%	-5%	-21%
Pf growth 96h	30%	-2%	2%	-19%	0%	63%[activator]	20%	30%
HCV inh	?	32%[activator]	4%	20%	?	9%	10%	12%

[41] Brc1ccccc1
[42] COc1cccc(/C=C(/C#N)c2ccc(F)cc2)c1OCc1cccc(C(=O)O)c1
[43] CC(OC(=O)c1ccncc1)C(=O)Nc1cccc([N+](=O)[O-])c1 (stereo not given)
[44] O=C(COC(=O)c1ccc(Cl)nc1)Nc1ccc(N2CCOCC2)cc1
[45] Cc1cc(C)n(C(=O)CSc2ccc(Cl)cc2)n1
[46] COCCN(C(=O)c1ccc(C#N)cc1)c1c(N)n(Cc2ccccc2)c(=O)[nH]c1=O
[47] COc1cc(C(CC(=O)Nc2ccc(C)cn2)N2Cc3ccccc3C2=O)cc(OC)c1OC (stereo not given)
[48] Cc1oc(-c2cc3c(cc2Cl)OCO3)nc1CN1CCCC(C(=O)N2CCOCC2)C1 (stereo not given)

compound no.	41	42	43	44	45	46	47	48
Pf growth 48h	14%	-6%	18%	-14%	40%[activator]	0%	-20%	5%
LmPK inhibitor	-1%	16%	3%	.	-2%	.	3%	1%
Tb PYK inh	-10%	-13%	7%	1%	.	-4%	-5%	1%
Sm TGR block	3%	6%	2%	-7%	0%	-2%	9%	5%
Pf growth 96h	11%	19%	34%[activator]	14%	31%[activator]	5%	-17%	?
HCV inh	29%	11%	17%	8%	13%	3%	7%	21%

A few values from above:
Value of COc1cccc(/C=C(/C#N)c2ccc(F)cc2)c1OCc1cccc(C(=O)O)c1 in Pf growth 96h: 19%
Value of Brc1ccccc1 in Pf growth 96h: 11%

(more compounds)
[49] CCc1ccc(C(CC(=O)c2ccc(Cl)cc2)C(=O)O)cc1 (stereo not given)
[50] c1ccc(Cc2nnc3sc(Nc4ccccc4)nn23)cc1
[51] COc1ccc(C(=O)/C=C/NCc2ccc(F)cc2)cc1OC
[52] CCn1cc(C(=O)N[C@H](C)c2ccccc2)c(=O)c2cc(F)c(N3CCN(C)CC3)cc21
[53] COc1ccc(CC(=O)N/N=C(/C)CC(=O)N(C)c2ccccc2)cc1
[54] CC(=O)N1CCC2(CC1)CC(=O)c1cc(OCC(=O)N3CCCC3)ccc1O2
[55] Cc1cc(C)cc(NC(=O)CCc2nc3sc4c(c3c(=O)[nH]2)CCCC4)c1
[56] Cc1cc(Cl)ccc1OCC(=O)OCC(=O)Nc1ccc(F)c([N+](=O)[O-])c1

compound no.	49	50	51	52	53	54	55	56
Pf growth 48h	?	8%	-17%	.	13%	1%	-15%	-2%
LmPK inhibitor	1%	-1%	9%	9%	-1%	4%	.	0%
Tb PYK inh	-1%	4%	2%	-10%	5%	3%	1%	-9%
Sm TGR block	11%	-15%	1%	-2%	6%	-4%	2%	4%
Pf growth 96h	70%[activator]	.	-9%	12µM*	56%[activator]	?	-8%	10%
HCV inh	13%	-10%	-7%	?	12%	10%	?	22%

[57] CCCCCN=C(C)c1c(O)c2ccccc2oc1=O
[58] COc1ccc(OCC(=O)NCCNC(=O)c2ccncc2)cc1
[59] CCOC(=O)Cn1c(-c2cccnc2Cl)nc2cc(C)c(C)cc21
[60] COC(=O)C1=Nc2ccccc2/C1=C\c1c(O)n(-c2ccc(Br)cc2)c(=O)[nH]c1=O
[61] CCn1cc(C(=O)OCc2ccccc2)c(=O)c2ccc(C)nc21
[62] Cc1ccc(Nc2nc3ccccc3n3cnnc23)cc1C
[63] Clc1ccccc1CSc1snnc1-c1ccccc1
[64] CC(=O)NN1C(=O)/C(=C2/Sc3ccccc3N2C)SC1=S
[65] Cc1ccc(C)c(OCCC(=O)NNC(=O)c2ccccc2)c1
[66] O=C1CC(C(=O)O)S/C(=N\N=C\c2ccc(Br)cc2)N1 (stereo not given)
[67] CCOc1ccccc1NC(=O)c1c(NC(=O)CNCc2ccco2)sc2c1CCC2

compound no.	57	58	59	60	61	62	63	64	65	66	67
Pf growth 48h	1%	17%	36%[activator]	14%	?	.	14%	47%[activator]	4%	5%	?
LmPK inhibitor	2%	-3%	2%	3%	-8%	3%	0%	7%	.	-12%	1%
Tb PYK inh	-8%	3%	-1%	-14%	7%	-1%	-27%	2%	-3%	-9%	.
Sm TGR block	-12%	21%	-23%	?	-3%	1%	0%	3%	-10%	2%	-2%
Pf growth 96h	?	-20%	-14%	8%	-26%	0%	1%	101%[activator]	?	12%	?
HCV inh	-5%	8%	12%	?	?	5%	-8%	-9%	-14%[8.37 µM]	4%	.
